MsrA inh: inhibitors of bovine MsrA; purified bovine MsrA, absorbance read-out; inhibition, % at 15.5 µM; hit rate 0.75% among 360,000; in the data active means inhibition above about 4.5%;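 further: 0% = vehicle wells with enzyme and 100% = reference inhibitor wells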
SKN-1 block: C. elegans SKN-1 inhibition. hit rate 0.49% among 360,000. inhibition, % at 21.8 µM. C. elegans VP596 Pgst-4::GFP/RFP ratio, acrylamide-induced, 24 h;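 active means interference check ratio from 0.5 to 1.5 plus GFP to RFP signal ratio inhibition reaching or exceeding a fixed threshold, cut at about 30% in these data, passing the limit was not always enough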; further: some compounds called inactive have numbers as strong as hits
MLLE-PAM2 inh: blocks PAM2 peptide binding to the PABP1 MLLE domain; GST-MLLE / FITC-PAM2 fluorescence polarization; inhibition, % at 20 µM; hit rate 0.36% among 360,000; in the data active means inhibition above about 35%, passing the limit was not always enough;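 further: plate controls were DMSO wells with GST-MLLE for no effect and wells lacking GST-MLLE protein for full effect; some results filed as inactive read as strong as hits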
Target sequence (P11940 whole entry, looked up, the tested form may be a part): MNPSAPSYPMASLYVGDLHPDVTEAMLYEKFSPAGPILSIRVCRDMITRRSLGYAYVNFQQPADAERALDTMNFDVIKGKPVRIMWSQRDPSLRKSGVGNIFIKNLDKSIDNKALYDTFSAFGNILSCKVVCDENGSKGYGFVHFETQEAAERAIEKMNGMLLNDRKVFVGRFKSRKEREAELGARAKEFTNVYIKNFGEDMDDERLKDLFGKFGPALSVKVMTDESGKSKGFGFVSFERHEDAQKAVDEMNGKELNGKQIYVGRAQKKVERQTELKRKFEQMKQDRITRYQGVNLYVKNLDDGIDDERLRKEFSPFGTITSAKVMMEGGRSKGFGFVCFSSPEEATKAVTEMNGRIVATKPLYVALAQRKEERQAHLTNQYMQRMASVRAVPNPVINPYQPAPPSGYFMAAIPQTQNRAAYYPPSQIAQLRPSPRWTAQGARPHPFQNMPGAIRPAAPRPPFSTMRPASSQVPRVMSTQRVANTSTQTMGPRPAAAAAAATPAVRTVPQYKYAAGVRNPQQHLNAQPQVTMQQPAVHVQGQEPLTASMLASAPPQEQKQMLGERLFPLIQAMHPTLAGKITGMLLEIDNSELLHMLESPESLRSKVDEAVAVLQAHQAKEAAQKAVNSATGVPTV
CendR NRP1 mod: NRP-1/CendR interaction modulation; AID 602438; O14786; inhibition, % at 25 µM; FAM-RPARPAR peptide binding to NRP-1, fluorescence polarization; hit rate 0.85% among 360,000;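 active means inhibition or corrected inhibition above about 18%, plus a signal ratio from 0.5 to 1.5, limit read from the data, passing the limit was not always enough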; further: strong numbers were not always called active
MsrA act: activators of bovine methionine sulfoxide reductase A; purified bovine MsrA, absorbance read-out; activation, % at 10.6 µM; hit rate 0.3% among 360,000; AID 602163; in the data active means activation above about 7.5%;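 further: 0% = vehicle and 100% = reference activator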
TbMetRS inhib: Trypanosoma brucei MetRS inhibition; purified T. brucei MetRS, ATP depletion, Kinase-Glo luminescence; inhibition, % at 11.9 µM; hit rate 0.4% among 360,000; AID 624268;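 active means inhibition above a per-plate cutoff of the control wells' mean inhibition plus 3 SD, cut at about 5.5% in these data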;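 further: 0% = DMSO wells median and 100% = median of wells with control inhibitor compound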
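Dosing: 11.9 µM single point; system: parasite MetRS enzyme; technique: luminescence of leftover ATP; times: 15 min enzyme-compound preincubation, 2 h reaction, 10 min detection, 25 °C; replicates: each compound tested once; read-out basis: percent inhibition relative to median high and low control wells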
FAS-TE inh: blocks the thioesterase domain of human fatty acid synthase | recombinant FAS-TE, OMFH fluorogenic substrate, fluorescence endpoint | inhibition, % at 15 µM | hit rate 0.67% among 360,000 | AID 602261;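 active means compounds whose normalised, plate-corrected inhibition of enzyme fluorescence in the single-dose primary screen is 50% or more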;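 further: 0% = DMSO with enzyme and 100% = substrate without enzyme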
MT1-MMP act inh: MT1-MMP (human) activation inhibition; GFP/RFP ratio change, % at 20 µM; HT1080 RFP-PRO-GFP cells, GFP/RFP ratio fluorescence, overnight; percent of plate control window, DMSO zero; hit rate 0.061% among 360,000; P50281; AID 651647;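 active means GFP/RFP ratio change of at least 30% with cell ATP level not reduced by more than half and red fluorescence within 50% of control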; further: strong numbers were not always called active
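Assay system: HT1080 RFP-PRO-GFP cells | Dosing: 20 µM single dose, 1% DMSO | Incubation: Cells overnight before dosing, compound overnight, 37 °C, 5% CO2 | Evaluation: GFP/RFP fluorescence ratio | Control set: DMSO-only wells and HT1080 RFP-L50D-GFP cell wells as references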
E coli Lon inh: E. coli protease La inhibition; P0A9M0; purified E. coli Lon protease, fluorescence polarization; inhibition, % at 7.94 µM; hit rate 0.42% among 360,000; AID 602123; in the data active means inhibition above about 13%, passing the limit was not always enough;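 further: 0% = enzyme with probe and DMSO and 100% = no enzyme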
Starred values were filed as active, the others as inactive; nt = no result given.

SMILES	MsrA inh	SKN-1 block	MLLE-PAM2 inh	CendR NRP1 mod	MsrA act	TbMetRS inhib	FAS-TE inh	MT1-MMP act inh	E coli Lon inh
COc1cccc(CNC(=O)CCCN2C(=O)C(c3ccccc3)Oc3cccnc32)c1OC (stereo not given)	0.1	12	-4	-9	-3	0.1	0	-1	5
COC(=O)CC1(C(=O)OC)Nc2cc(Cl)c(Cl)cc2S(=O)(=O)N1O (stereo not given)	0.5	-8	-45	-5	-1	-0.2	7	0	9
CCN(CC)CC(=O)Nc1ccc(Oc2ccc(NC(=O)CN(CC)CC)cc2)cc1	-1.9	1	-7	7	-4	0.6	-4	4	2
O=C(COC(=O)c1ccc(N2CCCC2=O)cc1)NCc1ccco1	-0.6	6	-15	4	-5	-1.7	-3	0	4
CCN(CC)CCNC(=O)Cn1cnc2sc(C)c(S(=O)(=O)N3CCC(C)CC3)c2c1=O	0.5	5	-11	5	-12	-1.2	-6	1	-3
Cc1ccc(CC(=O)NC2CCSC2=O)cc1 (stereo not given)	0.9	-1	5	3	-6	-0.2	-11	1	-6
COC(=O)c1ccc(C2C(C(=O)Nc3ccc(C)cc3C)=C(C)Nc3ncnn32)cc1 (stereo not given)	-0.1	-10	-3	3	-4	-0.5	8	-2	-5
COc1ccccc1C1OC(c2cccc([N+](=O)[O-])c2)=NN1C(C)=O (stereo not given)	-1.1	-15	-1	4	-2	-0.1	22	4	-2
CCOC(=O)N1CCN(C(=O)c2ccc3c(c2)NC(=O)/C(=C\c2cccc(C)c2)S3)CC1	-0.8	-9	23	8	-10	-0.6	20	5	0
COc1ccc(-n2c(=O)c3ccccc3n(CC(=O)NC3CCCCC3)c2=O)cc1	-0.3	-11	-12	6	-5	-0.4	-4	4	0
COc1ccc(NC(=O)c2cc3cccc(OC)c3oc2=Nc2ccc(C(=O)O)cc2)cc1OC	-0.6	1	3	-165	-2	-0.9	1	4	-1
COC(=O)COc1ccc(S(=O)(=O)NCc2ccncc2)cc1	-0.8	13	7	-4	0	-0.6	-4	-4	1
COCCN1C(=O)N(c2ccc(OC)cc2)C(=O)C1CC(=O)Nc1cccc(F)c1 (stereo not given)	0.0	-10	-4	8	1	-0.2	0	-3	-6
CCc1cccc(NS(=O)(=O)c2ccc3c(c2)NC(=O)CO3)c1	-0.7	3	3	7	-5	-0.5	3	5	-1
CSC1=C(C#N)C(c2ccc(Cl)cc2)C2=C(CC(C)(C)CC2=O)N1 (stereo not given)	0.5	35*	-15	9	-2	0.7	20	-14	9
O=[N+]([O-])c1cccc(CON=Cc2cc(Cl)ccc2O)c1	0.1	17	7	1	-1	-0.2	34	2	-1
Cc1ccc(NC(=O)C2=CN3CCS(=O)(=O)N=C3C=C2)cc1	-0.4	-2	1	2	-2	-0.2	-4	0	-2
Cc1ccc(NC2CCCN(C(=O)c3ccccn3)C2)cc1C (stereo not given)	2.2	10	3	10	1	-0.2	-4	1	-6
Cc1cc(-c2ccccc2)oc(=O)c1NC(=O)c1ccccc1	2.5	16	-21	4	-7	-0.4	3	6	-1
CNC(=S)Nc1ccc(OC(F)(F)F)cc1	-0.9	-3	-1	10	-2	0.5	-2	1	0
Cc1cc(Br)cc(C=Nc2ccc(N3CCOCC3)cc2)c1O	-0.3	12	-50	-40	0	-0.7	10	2	3
O=C(CC12CC3CC(CC(Br)(C3)C1)C2)OCCN1CCCCC1	-0.4	0	-11	-1	-3	2.5	1	1	-9
CN(c1ccc(OCC(=O)Nc2ccc(S(N)(=O)=O)cc2)cc1)S(=O)(=O)c1ccc(F)cc1	0.9	2	-5	-3	-7	-0.8	4	2	-1
C[C@@H]1CC=C[C@H]2[C@H]1C(=O)N(Cc1ccccc1)[C@H]2c1ccc(F)c(/C=C/c2ccccc2)c1	2.5	17	2	4	-2	-0.5	25	-7	-4
Cc1ccc(OCCN2C(=O)C(=O)c3cc(C)ccc32)cc1	1.1	-13	17	4	0	0.2	6	5	-11
Cc1ccc(C)c(S(=O)(=O)Nc2ccc(C(=O)NCCCN(C)C)cc2)c1	0.0	11	2	6	-1	0.2	-8	-2	4
COc1ccc(-c2c(-c3cc(OC)cc(OC)c3)n(C)c3ccc(-c4ccn[nH]4)cc23)cc1	2.1	-5	-12	12	-1	0.3	26	-10	1
COc1cccc(-c2cnc3c(NC(C)=O)cc(-c4ccc(OC)c(OC)c4)cn23)c1	1.4	12	-43	-5	-3	-0.4	13	1	-15
CCOC(=O)C1(C(=O)OCC)NC(=O)CC1C (stereo not given)	0.3	-13	14	4	-1	0.2	-7	3	-25
Cc1[nH]cnc1CN1CCc2c(c3ccccc3n2C)C1=O	1.2	-13	-14	17	-6	-0.6	-3	-1	-6
CCOC(=O)C1CCCCN1Cc1cccc(Oc2ccccc2)c1 (stereo not given)	0.1	-15	2	5	-9	-2.1	20	1	2
Cn1c(=O)c2c(nc(CN3CCOCC3)n2CCCO)n(C)c1=O	-0.7	12	-3	14	0	-0.4	-5	3	-7
Cc1ccc(S(=O)(=O)ON2C(=O)c3ccccc3C2=O)c(C)c1	1.1	-4	26	1	-1	0.6	75*	4	-3
O=C1Nc2ccc(S(=O)(=O)N3CCCC3C(=O)O)c3cccc1c23 (stereo not given)	1.9	1	-15	-19	-11	-0.1	-5	-5	-1
COc1ccc(NC(=O)CC(NCc2ccccn2)C(=O)O)cc1 (stereo not given)	-1.1	1	-6	5	-6	-1.1	-9	-3	-3
O=C(CC1C(=O)N(c2ccccc2)C(=S)N1c1ccccc1)c1ccccc1 (stereo not given)	-0.7	-4	-6	15	-12	-0.6	38	nt	12
COc1ccc(S(=O)(=O)N(CC(=O)NCc2ccco2)c2ccc(F)cc2)cc1	0.8	0	-12	11	-5	-0.6	-1	4	6
COC(C(=O)Nc1ccc(Br)cc1F)c1ccccc1 (stereo not given)	-0.6	16	2	-2	-3	-0.2	8	1	2
Cc1ccc(NC(=O)NC2CCCN2S(=O)(=O)c2ccc(Cl)cc2)cc1 (stereo not given)	-0.6	-27	12	-2	-10	-0.6	7	1	-8
NC(=NC(=O)c1ccccc1)N1CCN(C(c2ccccc2)c2ccccc2)CC1	0.5	8	-1	-3	-2	-0.3	24	-2	1
O=C1CSCN1c1cc(Cl)ccc1Cl	0.3	1	6	-11	-4	0.6	-1	2	0
O=C(NC1CCCCC1)Oc1cccc2ccccc12	-0.6	0	-2	-2	-1	0.3	-2	-5	5
CCc1nnc(NC(=O)CCC(=O)NCc2ccc(OC)cc2)s1	-0.6	-2	-6	4	-2	-0.8	-8	1	2
O=C(CSc1ccc(Cl)cc1)N/N=C/c1cccnc1	0.9	1	6	13	-5	4.1	-1	0	-8
COc1ccc(C)cc1NC(=O)CN1C(=O)COc2ccc(S(=O)(=O)N3CCC(C)CC3)cc21	0.1	7	7	6	0	-0.9	30	0	4

4 successive entries from above, for reference:
SMILES	MsrA inh	SKN-1 block	MLLE-PAM2 inh	CendR NRP1 mod	MsrA act	TbMetRS inhib	FAS-TE inh	MT1-MMP act inh	E coli Lon inh
O=C(NC1CCCCC1)Oc1cccc2ccccc12	-0.6	0	-2	-2	-1	0.3	-2	-5	5
CCc1nnc(NC(=O)CCC(=O)NCc2ccc(OC)cc2)s1	-0.6	-2	-6	4	-2	-0.8	-8	1	2
O=C(CSc1ccc(Cl)cc1)N/N=C/c1cccnc1	0.9	1	6	13	-5	4.1	-1	0	-8
COc1ccc(C)cc1NC(=O)CN1C(=O)COc2ccc(S(=O)(=O)N3CCC(C)CC3)cc21	0.1	7	7	6	0	-0.9	30	0	4

Carrying on:
SMILES	MsrA inh	SKN-1 block	MLLE-PAM2 inh	CendR NRP1 mod	MsrA act	TbMetRS inhib	FAS-TE inh	MT1-MMP act inh	E coli Lon inh
COc1ccc([C@H]2Cc3cc(O)cc(O)c3C(=O)O2)cc1O	1.5	-4	10	-12	-15	-0.5	-4	4	2
C=CCNC(=O)COC(=O)CCC(=O)c1cccs1	0.1	0	8	-5	-4	-0.7	-5	0	-5
COc1ccccc1NC(=O)Nc1ccncc1	-0.1	18	8	4	-2	0.0	-2	5	5
CCOC(=O)CSc1n[nH]c(NC(=O)c2cccc(C)c2)n1	1.2	9	3	-10	-3	0.3	0	-2	-7
Cc1c(CC(=O)O)c(=O)oc2c(C)c(OCc3nn[nH]n3)ccc12	1.2	-4	-2	14	-2	1.2	-5	5	0
Cn1c(CN2CCN(C(=O)c3ccccc3Cl)CC2)nc2cc([N+](=O)[O-])ccc21	-0.4	4	-2	7	-11	-0.8	-10	3	-3
COc1ccc(N(C(=O)Cn2nnc3ccccc32)C(C(=O)NCc2ccco2)c2ccncc2)cc1 (stereo not given)	-1.2	9	4	-18	-3	-0.8	-4	-1	10
O=[N+]([O-])c1ccc(CSc2nnc(Cc3ccccc3)o2)cc1	0.4	2	27	-6	-4	-0.2	28	-1	14
CCN(CC)S(=O)(=O)c1cccc(C(=O)OCC(=O)NCCN2C(=O)CSC2=O)c1	0.7	3	12	4	-1	-0.2	-4	-4	-5
CC(=O)CC(=O)Nc1ccccc1NC(C)=O	0.4	-22	3	1	-10	0.1	-9	-4	0
Cc1ccc(CNC(=O)CCC2CCCN(Cc3cc4ccccc4o3)C2)o1 (stereo not given)	1.1	-5	-10	-3	-8	-1.2	-2	0	-4
O=C(N/N=C/c1ccccc1O)/C(=C/c1ccccc1)CCO	1.2	-2	2	1	-1	0.1	2	5	5
CN(C)Cc1cc2ccccc2c2c1COC2	-0.3	-10	11	-1	-3	-0.3	-4	-1	-2
NC(=O)C1=C[C@@H](c2ccc3c(c2)OCO3)C[C@@H](OCCCCO)O1	0.9	-8	-8	8	-3	-0.5	-7	-1	-8
C=CCn1c(-c2ccc(OC)cc2)csc1=Nc1c(C)n(C)n(-c2ccccc2)c1=O	-0.2	2	-3	-4	-4	-0.7	-7	-5	0
Cc1cc(C(C)(C)C)cc(S(=O)(=O)NCCO)c1C	-0.7	23	3	1	-1	-0.1	-3	6	6
CN(CC(=O)Nc1ccc(N2CCOCC2)cc1)C(=O)c1cc2c(s1)CCCC2	0.7	-5	-9	-3	-2	-0.2	-10	3	2
COc1ccc(C(=O)C(CN2CCOCC2)c2ccccc2)cc1 (stereo not given)	-0.2	4	-6	4	-6	-1.2	-8	-6	-6
Cc1sc(NC(=O)c2cc3ccccc3oc2=O)c(C(=O)OC(C)C)c1-c1ccccc1	-0.9	-5	-3	4	-2	-0.1	0	-9	0
CCCNC(=O)c1ccccc1NC(=O)CN(c1ccccc1)S(=O)(=O)N(C)C	1.9	7	-14	14	-6	-1.1	0	-4	-1
CCCC(=O)Nc1c2c(nc3ccccc13)N(c1ccccc1)CC2	nt	2	6	0	-1	-0.5	1	1	0
COc1cccc(CNc2nc3cc(-c4ccccc4C)sc3c(=O)n2C)c1OC	-0.6	35	16	0	-1	-0.1	21	-1	4
COC(=O)Nc1nn(-c2ccc(OC)cc2)c(=O)c(C#N)c1C	1.6	-3	-15	-1	-1	0.2	-4	0	-10
CCOC(=O)c1c(NC(=O)CN2C(=O)NC(C)(c3ccc(OC(F)F)cc3)C2=O)sc(C)c1C (stereo not given)	0.9	9	1	-14	-3	-0.3	20	-3	-17
Cc1ncc(CO)c(/C=N/Nc2ccc(C(F)(F)F)cn2)c1O	1.0	7	16	4	2	-0.4	-1	-16	-33
CCN(CC(=O)Nc1ccc(NC(C)=O)cc1)C(=O)c1ccc(Sc2nncn2C)c([N+](=O)[O-])c1	0.6	-7	-2	-6	-3	0.1	-4	2	-6
